Screening results (PubChem BioAssay)
EBV LMP1 NFkB – Epstein-Barr LMP1 NF-kappaB reporter inhibition | inhibition, % at 12.5 µM | 350,000 compounds, 0.69% hits | LMP1-induced NF-kappaB luciferase reporter cells, luminescence; in the data active means inhibition above about 41%; inconclusive means no clear call, values can overlap the other calls;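 further: 0% = neutral control wells and 100% = reference inhibitor control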
NCOA2 inhibitor – human SRC2 (NCOA2) inhibition. Q15596. HEK293 GAL4-SRC2 luciferase reporter, luminescence. inhibition, % at 9 µM. 370,000 compounds, 0.17% hits;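 active means inhibition above the mean inhibition of all tested compounds plus 3 SD, set per campaign, cut at about 52% in these data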;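 further: 0% = DMSO treated cells and 100% = cells given Gossypol at 36 µM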
TLR9-MyD88 block – blocks human TLR9 binding to MyD88. Q9NR96+Q99836. CHO BLA complementation TLR9-MyD88, CCF4 FRET ratio. inhibition, % at 4.98 µM. 340,000 compounds, 0.21% hits;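 active means inhibition above the mean over all tested compounds plus 3 SD, cut at about 21% in these data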;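 further: 0% = DMSO only wells and 100% = clavulanate BLA inhibitor control wells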
TRAIL sens C8 – caspase-8 TRAIL sensitization; 360,000 compounds, 1% hits; inhibition (viability loss, TRAIL sensitization), % at 10 µM; NB7+C8 cells + TRAIL, ATPlite viability luminescence;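 active means compounds causing at least 50% loss of cell viability in the single-dose screen, relative to plate controls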
Vif imaging – inhibitors of HIV Vif. HEK293T cells, Vif self-association by quenched fluorescence, imaging, 24 h. inhibition, % at 7.49 µM. 340,000 compounds, 0.35% hits. AID 602346; in the data active means inhibition above about 50%, passing the limit was not always enough; inconclusive means no clear call, values can overlap the other calls; inactive means below about 31%; further: some results filed as inactive read as strong as hits
TROY signal inh – blocks TROY-dependent signaling in reporter cells; 360,000 compounds, 0.98% hits; Q293 LMP1-TROYcd NF-kB luciferase reporter, 4 h; inhibition, % at 10 µM; AID 1347056;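 active means compounds whose plate-normalised and pattern-corrected inhibition of the luciferase reporter signal at the single screening dose is 50% or more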
NR5A2 inv ag – suppresses constitutive activity of human LRH-1. O00482. HEK293T StAR-luciferase reporter, LRH-1 transfected, 24 h. inhibition, % at 3.6 µM. 360,000 compounds, 0.13% hits;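 active means inhibition above the mean inhibition of all tested compounds plus 3 SD, cut at about 73% in these data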;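 further: 0% = DMSO wells and 100% = reporter-only cells lacking LRH-1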
COUP-TFII inh – blocks human COUP-TFII nuclear receptor | HEK293T NGFI-A luciferase reporter, luminescence | 370,000 compounds, 0.7% hits | inhibition, % at 8.6 µM;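 active means inhibition above a per-plate cutoff, mean inhibition of test wells between control levels plus 3 SD, cut at about 38% in these data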;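 further: cells cotransfected with COUP-TFII expression vector driving the NGFI-A reporter; 0% = median of COUP-TF2 test wells and 100% = reporter-only cells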
NCOA1 inh – inhibits human SRC1 coactivator | Q15788 | HEK293 GAL4-SRC1 luciferase reporter, luminescence | inhibition, % at 3.6 µM | 360,000 compounds, 0.12% hits;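 active means inhibition above the campaign mean plus 3 SD, with each screening campaign given its own cutoff, cut at about 60% in these data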;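 further: 0% = DMSO treated cells and 100% = gossypol at 36 µM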
SRC3 inh – human NCOA3 inhibition; Q9Y6Q9; HEK293 GAL4-SRC3 luciferase reporter, luminescence; inhibition, % at 3.6 µM; 360,000 compounds, 0.17% hits;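 active means inhibition above a per-campaign cutoff, the mean of all compounds plus 3 SD, cut at about 60% in these data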;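 further: 0% = DMSO-treated cells and 100% = gossypol-treated cells at 36 µM; higher means less SRC3-driven luciferase light from the GAL4 reporter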
Target sequence (Q9Y6Q9 whole entry, looked up, the tested form may be a part): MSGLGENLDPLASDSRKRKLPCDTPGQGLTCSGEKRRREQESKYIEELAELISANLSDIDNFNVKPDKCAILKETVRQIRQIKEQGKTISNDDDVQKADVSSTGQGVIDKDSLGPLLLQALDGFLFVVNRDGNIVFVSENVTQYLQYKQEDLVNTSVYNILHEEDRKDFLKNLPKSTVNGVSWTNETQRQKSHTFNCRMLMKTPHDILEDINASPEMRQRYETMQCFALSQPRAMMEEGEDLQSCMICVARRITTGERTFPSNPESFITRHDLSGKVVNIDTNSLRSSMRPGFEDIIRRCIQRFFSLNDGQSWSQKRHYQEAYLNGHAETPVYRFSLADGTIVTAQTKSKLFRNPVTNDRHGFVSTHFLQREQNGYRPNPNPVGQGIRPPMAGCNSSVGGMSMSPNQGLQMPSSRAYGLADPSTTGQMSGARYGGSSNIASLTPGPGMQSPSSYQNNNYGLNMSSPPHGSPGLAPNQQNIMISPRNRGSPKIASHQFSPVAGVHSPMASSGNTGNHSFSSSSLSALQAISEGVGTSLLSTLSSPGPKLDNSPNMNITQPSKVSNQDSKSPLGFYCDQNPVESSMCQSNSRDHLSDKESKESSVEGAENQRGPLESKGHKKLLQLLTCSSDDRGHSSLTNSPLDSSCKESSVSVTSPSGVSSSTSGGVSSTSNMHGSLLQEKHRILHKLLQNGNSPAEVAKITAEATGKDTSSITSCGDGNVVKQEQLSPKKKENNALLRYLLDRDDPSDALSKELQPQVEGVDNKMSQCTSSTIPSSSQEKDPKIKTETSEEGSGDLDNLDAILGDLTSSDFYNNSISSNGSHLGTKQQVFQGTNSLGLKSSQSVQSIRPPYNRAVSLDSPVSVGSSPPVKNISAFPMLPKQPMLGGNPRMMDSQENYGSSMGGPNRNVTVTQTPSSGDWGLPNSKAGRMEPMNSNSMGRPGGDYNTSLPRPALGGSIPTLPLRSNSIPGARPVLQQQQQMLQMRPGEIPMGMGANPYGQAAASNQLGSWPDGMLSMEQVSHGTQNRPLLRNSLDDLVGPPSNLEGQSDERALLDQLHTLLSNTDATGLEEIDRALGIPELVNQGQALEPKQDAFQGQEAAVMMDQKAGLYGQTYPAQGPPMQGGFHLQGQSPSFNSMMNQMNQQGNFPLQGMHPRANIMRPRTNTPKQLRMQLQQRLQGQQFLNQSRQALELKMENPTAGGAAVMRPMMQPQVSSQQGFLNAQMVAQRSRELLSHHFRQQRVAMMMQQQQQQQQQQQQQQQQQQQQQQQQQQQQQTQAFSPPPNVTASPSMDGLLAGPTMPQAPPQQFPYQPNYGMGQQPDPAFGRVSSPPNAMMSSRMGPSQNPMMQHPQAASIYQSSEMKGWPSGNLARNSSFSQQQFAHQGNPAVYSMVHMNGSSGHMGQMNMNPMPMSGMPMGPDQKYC
NOD2 RIPK2 PPI – inhibitors of human NOD2-RIPK2 interaction. O43353. CHO BLA complementation NOD2-RIPK2, CCF4 ratio. inhibition, % at 4.98 µM. 360,000 compounds, 0.38% hits. AID 624267; in the data active means inhibition above about 21%;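 further: 0% = vehicle only and 100% = reference blocker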
* hit, by the source's call; ? = inconclusive; . = no result given. Not all compounds are listed; the hit share may differ from the screen's.

SMILES	EBV LMP1 NFkB	NCOA2 inhibitor	TLR9-MyD88 block	TRAIL sens C8	Vif imaging	TROY signal inh	NR5A2 inv ag	COUP-TFII inh	NCOA1 inh	SRC3 inh	NOD2 RIPK2 PPI
COc1ccc(S(=O)(=O)Cc2ccc(C(=O)NCc3ccccc3)o2)cc1	-6	22	2	-1	-1	6	0	-21	-6	7	-6
CCO/C=N/c1c(C#N)c(CC#N)nn1-c1ccccc1	-5	-10	-4	4	?	-9	3	-15	-23	-2	-5
Cc1nn(-c2ccccc2)c2nc(C(Cl)(Cl)Cl)[nH]c(=O)c12	2	-22	-1	-18	5	51*	-8	-8	11	10	-3
O=C(COC(=O)CN1C(=O)C(=O)c2ccccc21)OCN1C(=O)c2ccccc2C1=O	7	-4	0	-4	4	3	-6	13	6	4	-4
CC1CCCCC1NC(=O)COC(=O)c1cc(=O)c2ccccc2o1 (stereo not drawn)	5	-29	-3	-6	-2	5	-14	5	4	5	-10
O=C(CCC1CCCN(C(=O)CCN2CCCCC2=O)C1)NCc1ccccc1F (stereo not drawn)	-6	27	-10	-6	1	-9	1	13	-8	-9	-2
COCCn1c(SCC(=O)Nc2ccc(OC)c(S(N)(=O)=O)c2)nc2ccccc2c1=O	-2	1	-4	18	0	-7	0	-25	0	-5	-16
CC(C)CC(=O)Nc1sc2c(c1C(=O)O)CCCCC2	-3	-26	10	-3	11	5	11	0	4	0	11
CC(C)N(C)c1ncnc2c1ncn2[C@H]1CN(CCN2CCOCC2)C[C@@H](CO)O1	.	1	.	-20	-9	5	-4	-23	19	-14	0
O=C1CSC(c2cn(-c3ccccc3)nc2-c2cc3ccccc3oc2=O)N1Cc1ccccc1 (stereo not drawn)	-15	-3	6	2	-5	33	1	-12	-3	2	-5
CSc1nnc(NC(=O)c2cc3ccccc3oc2=O)s1	-3	-30	-5	1	13	-66	-23	26	-9	-4	1
C(#Cc1ccc(C#CCN2CCOCC2)cc1)CN1CCOCC1	2	-15	1	6	-2	7	23	19	9	-1	4
CC1CCN(c2ccc([N+](=O)[O-])cn2)CC1	-4	-28	1	2	-18	-47	-19	1	-11	5	-5
NC(=O)CN1C(=O)/C(=c2\sc3nc(=O)c(Cc4ccccc4)nn3c2=O)c2ccccc21	.	-5	.	16	2	16	-14	-8	3	-4	1
CCCCNC(=O)c1ccccc1SCC(=O)NC1CCCCCCC1	-2	-10	-5	1	12	-8	27	-6	-6	18	-8
Cc1ccccc1NC(=O)NC1CCS(=O)(=O)C1 (stereo not drawn)	-3	-9	-2	-2	-4	-1	-12	-19	-13	-3	-4
Cc1cc(C)n2nc(C(=O)OCC(=O)c3ccccc3Cl)nc2n1	-1	-34	7	4	-1	-47	-14	-17	-12	19	1
CC(=O)c1ccc(N(CC(=O)NC2CCCCC2)C(=O)CNC(=O)c2cccs2)cc1	2	19	-5	5	-4	-4	-5	-5	6	-2	-1
CCOc1ccc(CCNC(=O)COC(=O)c2ccncc2)cc1OCC	2	-34	10	-7	-1	-13	18	-11	9	-23	2
CCN(CC)c1ccc(C2NCC(c3ccc([N+](=O)[O-])cc3)O2)cc1 (stereo not drawn)	-14	20	5	-1	.	-11	21	2	0	-7	0

Compound profiles, as listed above. Order of screens: EBV LMP1 NFkB	NCOA2 inhibitor	TLR9-MyD88 block	TRAIL sens C8	Vif imaging	TROY signal inh	NR5A2 inv ag	COUP-TFII inh	NCOA1 inh	SRC3 inh	NOD2 RIPK2 PPI
Profile of O=C(COC(=O)CN1C(=O)C(=O)c2ccccc21)OCN1C(=O)c2ccccc2C1=O → 7	-4	0	-4	4	3	-6	13	6	4	-4
Profile of CCOc1ccc(CCNC(=O)COC(=O)c2ccncc2)cc1OCC → 2	-34	10	-7	-1	-13	18	-11	9	-23	2

The results go on.
SMILES	EBV LMP1 NFkB	NCOA2 inhibitor	TLR9-MyD88 block	TRAIL sens C8	Vif imaging	TROY signal inh	NR5A2 inv ag	COUP-TFII inh	NCOA1 inh	SRC3 inh	NOD2 RIPK2 PPI
COc1cc(/C=C/CNC[C@H]2O[C@@H](n3cnc(C(N)=O)n3)[C@H](O)[C@@H]2O)ccc1O	-2	15	0	-13	.	8	-4	-3	7	4	0
Cc1ccsc1C(=O)N1CC=C(c2ccccc2)CC1	5	-13	-9	-7	-3	-4	-25	-8	-9	3	-3
COc1ccc(C(C)=O)cc1CC1(C)C(=O)Nc2ccc(-c3cccc(C(F)(F)F)c3)cc21 (stereo not drawn)	.	22	.	7	.	12	-24	2	-9	21	-7
CN(CC(=O)Nc1ccccc1Cl)C(=O)c1cc(-c2cccs2)nn1-c1ccccc1	-1	-30	-14	6	5	-9	-27	11	-22	7	2
CCN1C(=O)C(CC(=O)Nc2ccc(OC)cc2)N(Cc2ccc(OC)c(OC)c2)C1=S (stereo not drawn)	.	-11	.	20	.	-8	8	12	13	3	-7
Cc1ccc(S(=O)(=O)N2CCN(C(=O)c3ccc([N+](=O)[O-])cc3)C2)cc1	5	-13	5	20	.	2	0	1	-21	16	-2
CC(=O)OCc1ccccc1Sc1ccccc1C(=O)NCc1ccccc1	0	-72	0	-7	-3	-9	1	-43	-24	13	6
Cc1ccc(OCC(=O)O/N=C(\N)c2cccc([N+](=O)[O-])c2)cc1C	-9	5	-5	-11	4	8	-2	0	-6	-2	-4
Cn1c(N)c(C(=O)COC(=O)Cc2ccc(Cl)cc2)c(=O)n(C)c1=O	-3	0	1	7	-4	2	-5	-14	-29	-2	1
Cn1c(=O)[nH]c(=O)c2c1nc(CN(Cc1ccccc1)Cc1ccccc1)n2CCN1CCOCC1	-1	6	2	-3	4	0	22	2	3	0	-8
Cc1ccccc1NC(=O)NC1(C(=O)NCCCN2CCOCC2)CCCCC1	3	-8	5	-3	2	-2	12	-4	6	20	-4
C=CCn1c(CNC(=O)c2cccs2)nnc1SCC(=O)Nc1ccc(C(=O)O)cc1	-14	-3	-6	-10	8	-1	3	-1	2	8	-2
O=C(NCc1ccco1)C(Cc1ccccc1)NS(=O)(=O)c1cccc2nsnc12 (stereo not drawn)	-4	14	5	-12	-1	-6	4	1	-10	1	-6
Cc1cccc(Cl)c1NC(=S)N1CCN(c2ccc([N+](=O)[O-])cn2)CC1	8	7	10	-4	-14	-3	0	-13	-15	2	8
COc1ccc(C(C#N)(CC(=O)O)c2cnccn2)cc1OC (stereo not drawn)	5	-7	-8	-77	1	1	5	7	-7	3	-6
COc1cc(/C=C(/C(=O)c2cccs2)c2nc3ccccc3[nH]2)cc(OC)c1O	-33	28	6	37	26	-54	-16	-31	18	57	0
Cc1c(Cl)ccc2c(C(O)CBr)cc(-c3ccccc3)nc12 (stereo not drawn)	8	-25	-15	21	-2	-8	5	-1	-30	-2	-7
CCCN1CNc2c(c(=O)[nH]c(=S)n2-c2ccc(Cl)cc2)C1	-1	-8	5	1	9	8	-3	15	-6	2	5
O=C(O)c1ccc(-c2ccc(/C=C3\NC(=O)N(Cc4ccc(Cl)cc4)C3=O)o2)cc1Cl	6	-19	-7	6	-12	-5	0	-19	-2	6	-14
Cc1cc(C(=O)N(C)CC(=O)Nc2ccccc2C(F)(F)F)c(C)o1	-11	-14	-6	-21	-13	-18	1	7	-2	3	-13
O=C(NC(=S)Nc1ccc(F)c([N+](=O)[O-])c1)c1ccccc1F	1	-39	-20	1	-1	6	0	-43	-28	-3	2
O=[N+]([O-])c1cccc(-c2nnc(C34CC5CC(CC(C5)C3)C4)o2)c1	-5	16	-7	-4	4	-15	5	4	10	9	3
C[C@]12CCC(=O)C=C1C=C[C@@H]1[C@@H]2CC[C@@]2(C)[C@H]1CC[C@@]21CCC(=O)O1	12	-1	1	-26	7	-17	11	-8	9	-2	0
Cc1ccc(C)c(CNS(=O)(=O)c2c(C)[nH]c(C)c2C(=O)N2CCCCC2)c1	9	2	2	-21	-1	-14	8	6	-12	-4	-4
O=C(/C=C/c1ccco1)N(Cc1ccc(Cl)cc1)C1CCS(=O)(=O)C1 (stereo not drawn)	-3	-10	-9	4	-1	-17	5	15	-2	-3	7
S=c1[nH]nc(-c2cccc(Br)c2)o1	-7	-26	9	-10	.	-10	8	-2	4	-12	7
O=C(CC1Oc2ccccc2NC1=O)NCCCN1CCN(C2CCCCC2)CC1 (stereo not drawn)	3	9	7	-16	0	4	8	0	-9	-5	-12
CN(CC(=O)Nc1cccc(F)c1)C(=O)c1cn(-c2ccccc2)nc1-c1cccs1	1	9	-2	-14	-2	-10	10	-1	-7	-11	1
CCc1nc2c(OCc3ccc4c(c3)OCO4)cccn2c1N(C=O)Cc1ccccc1	.	-20	.	-2	5	-48	-3	-3	-3	-14	8
Cn1c(C(=O)OC(C(=O)NC2CCCC2)c2cccnc2)cc2sccc21 (stereo not drawn)	4	-6	-2	15	0	0	13	6	12	4	5
CCOc1ccc(-c2nc(C#N)c(NCC3CCCO3)o2)cc1 (stereo not drawn)	3	-42	3	0	-14	-7	5	-5	-12	-3	-10
O=C(/C=C/c1cccc(Cl)c1)N1CCC(Cc2ccccc2)CC1	-9	-17	1	-8	-7	-27	-41	-6	-20	-2	2
CC1(C(=O)NS(=O)(=O)c2ccc(Cl)cc2)CCN1C(=O)C1CCCCC1 (stereo not drawn)	.	1	.	-3	-2	-12	-20	-4	-7	-18	-1
CCCCN(C(=O)CSc1nnc(-c2ccc(OC)cc2)n1CC)c1c(N)n(Cc2ccccc2)c(=O)[nH]c1=O	4	-6	0	-11	4	36	-20	14	2	14	-8
CC(=O)c1cccc(Nc2ncnc3ccc(Br)cc23)c1	3	27	-7	5	12	34	-4	28	13	18	2
CCCCN(CCCC)Cc1cc(=O)oc2ccc3ccccc3c12	.	9	.	-12	1	11	-14	12	7	10	5
Cc1ccccc1Nc1ncc(C#N)c(N)n1	.	-25	.	0	.	-20	-5	-7	-88	-15	-23
CN(C)c1ccc(CNc2ncn[nH]2)cc1	-10	-9	-7	-1	-6	-12	2	10	6	14	-21
COc1ccc(Cc2ccc(OC)c(N)c2)cc1N	-3	6	-4	-3	16	0	-26	-5	-14	0	-9
Cc1ccc2c(c1)C1CC(C)(O2)N(c2cccc(C(=O)N3CCN(c4ccccn4)CC3)c2)C(=O)N1 (stereo not drawn)	7	-20	-10	-5	-6	-7	-8	1	12	-4	-1
O=[N+]([O-])c1ccccc1/C=C/C=N/n1c(-c2ccco2)n[nH]c1=S	-2	12	2	-4	4	-28	-20	1	-11	6	4
Cc1nc2ncnn2c(C)c1Cc1ccc(Cl)cc1	2	-4	-4	0	-10	-24	-15	5	-26	24	1
N#CCCn1c(O)c(N=NC(=O)CNC(=O)c2cccs2)c2ccccc21	-3	0	-6	-5	-3	10	14	10	-3	-15	-4
O=c1[nH]c(Cn2nnc(-c3ccccc3)n2)nc2scc(-c3ccccc3)c12	-2	-22	8	-7	3	-5	-36	-4	1	17	-7
CS(=O)(=O)N1CCCCC1c1cc(C(=O)Nc2cccc(C#N)c2)no1 (stereo not drawn)	.	-9	.	-4	7	1	-26	-30	-9	-16	-11
Cc1ccc2nc(-c3ccc(F)cc3)nc(SCC(=O)NCC3CCCO3)c2c1 (stereo not drawn)	4	4	-4	4	1	-3	-15	-2	9	5	-1
O=C(O)c1ccc(NC(=S)N2CCCCC2)cc1	0	1	6	-2	2	6	-24	-15	-1	-27	-13
